IDE inh: inhibitors of human insulin-degrading enzyme in cells | HEK cells, FAbetaB cleavage, fluorescence polarization | inhibition, % at 5.59 µM | 0.41% of 320,000 active | AID 434962;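 active means percent inhibition above the average of all tested compounds plus 3 SD, set per screening campaign, cut at about 16% in these data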;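 further: IDE supplied by intact live HEK cells; FP after avidin binding of uncleaved biotin substrate so inhibition keeps polarization high; 0% = DMSO wells and 100% = 60 µM reference IDE inhibitor Ii1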
Target sequence (P14735 whole entry, looked up): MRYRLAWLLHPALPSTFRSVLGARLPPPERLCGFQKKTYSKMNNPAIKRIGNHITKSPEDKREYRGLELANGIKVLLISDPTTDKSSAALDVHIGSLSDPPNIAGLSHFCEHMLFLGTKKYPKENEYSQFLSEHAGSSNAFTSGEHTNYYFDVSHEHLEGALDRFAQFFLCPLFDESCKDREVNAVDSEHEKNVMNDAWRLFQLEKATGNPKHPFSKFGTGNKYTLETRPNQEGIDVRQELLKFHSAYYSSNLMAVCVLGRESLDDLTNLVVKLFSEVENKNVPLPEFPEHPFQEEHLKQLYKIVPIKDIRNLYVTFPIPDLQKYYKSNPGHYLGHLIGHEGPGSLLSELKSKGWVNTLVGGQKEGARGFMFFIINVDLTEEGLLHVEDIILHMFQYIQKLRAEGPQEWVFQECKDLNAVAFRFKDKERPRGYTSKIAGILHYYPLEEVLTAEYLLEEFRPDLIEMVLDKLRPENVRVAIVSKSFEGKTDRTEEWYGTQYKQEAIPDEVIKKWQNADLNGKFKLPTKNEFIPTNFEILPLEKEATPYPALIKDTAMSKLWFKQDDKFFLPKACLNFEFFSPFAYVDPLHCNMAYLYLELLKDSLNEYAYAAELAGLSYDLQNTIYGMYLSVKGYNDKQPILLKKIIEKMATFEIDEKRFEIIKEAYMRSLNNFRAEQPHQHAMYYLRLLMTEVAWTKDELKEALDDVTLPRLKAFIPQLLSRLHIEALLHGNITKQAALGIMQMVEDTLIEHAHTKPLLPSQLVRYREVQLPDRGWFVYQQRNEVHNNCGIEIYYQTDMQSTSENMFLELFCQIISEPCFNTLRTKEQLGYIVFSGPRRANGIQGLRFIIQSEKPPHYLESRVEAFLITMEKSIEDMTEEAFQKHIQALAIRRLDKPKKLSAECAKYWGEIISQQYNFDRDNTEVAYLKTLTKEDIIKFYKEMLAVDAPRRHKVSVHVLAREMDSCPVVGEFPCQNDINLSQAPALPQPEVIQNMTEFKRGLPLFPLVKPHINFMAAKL
IDE cell activ: boosts human insulin-degrading enzyme activity in HEK cells. P14735. 0.073% of 340,000 active. FAbeta-B cleavage, fluorescence polarization; 0% vehicle, 100% cell-free pure enzyme wells. activation, % at 5.96 µM;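 active means activation above the mean of all tested compounds plus 3 SD, set per screening campaign, cut at about 17% in these data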
* = called active by the depositor.

Order of results – IDE inh	IDE cell activ
#1 CC(C)(C)OC(=O)C[C@@H]1C/C=C\C[C@@H](CC(=O)N[C@@H](CO)Cc2ccccc2)C(=O)NCCOC1=O
→ -3	7
#2 CC(=O)Nc1c(O)c2cccc3c2n(c1=O)CCC3
→ -5	1
#3 COc1ccc(NC(=O)COc2ccc(C)nc2[N+](=O)[O-])cc1S(N)(=O)=O
→ -1	0
#4 COc1ccc(NS(=O)(=O)c2ccc(O)c([N+](=O)[O-])c2)cc1S(=O)(=O)N1CCCCC1
→ 1	4
#5 COc1ccc(S(=O)(=O)N2CCOCC2)cc1NC(=O)COc1ccc(C)cc1
→ 0	-2
#6 COC(=O)[C@H](CCSC)NC(=O)Cn1ccc(N)nc1=O
→ 8	3
#7 Cc1cc(=O)c(C(=O)c2ccccc2)c(C)o1
→ -3	8
#8 N#CCCN(C(=O)COC(=O)CCC(=O)c1ccc(F)cc1)c1ccccc1
→ -5	3
#9 CC(OC(=O)c1c(F)cccc1F)C(=O)NCCC1=CCCCC1 (stereo not given)
→ 0	3
#10 CCN(C(=O)COC(=O)c1cc([N+](=O)[O-])ccc1N1CCOCC1)c1ccccc1
→ 3	1
#11 CCCCn1c(N)c(N(CCC(C)C)C(=O)c2ccc([N+](=O)[O-])s2)c(=O)[nH]c1=O
→ 2	-3
#12 CN(CC(=O)N1CCN(Cc2ccccc2)CC1)C(=O)Cc1ccc(Cl)c(Cl)c1
→ 0	-4
#13 O=C(NCCc1nc(-c2ccccc2)no1)c1ccco1
→ 3	-1
#14 CCC/C(=N/NC(=O)c1nnn(-c2nonc2N)c1CN1CCCCC1)c1ccccc1
→ 1	2
#15 Cc1cccc(C(=O)OCC(=O)Nc2ccc3c(c2)OCCO3)c1O
→ 5	4
#16 Cc1ccc(S(=O)(=O)N2CCOCC2)cc1C(=O)OCC(=O)NC1CCCC1
→ 1	2
#17 O=C(Nc1cccc(Cl)c1)c1nc[nH]c1C(=O)N1CCc2ccccc2C1
→ -1	6
#18 CCNC(=O)N(C)C[C@H]1N[C@@](CC)(C(=O)OC)[C@H]2C(=O)N(Cc3ccccc3)C(=O)[C@@H]12
→ 3	-2
#19 CCCCn1nc(C(=O)Nc2ccc3c(c2)OCO3)c2ccccc2c1=O
→ -4	-2
#20 CCCCCC(N)=O
→ 0	3
#21 Cc1cc(C(=O)COC(=O)C2=COCCO2)c(C)n1-c1ccccc1
→ 6	0
#22 C=CC[C@H](CC(=O)N[C@H](CO)Cc1ccccc1)C(=O)N[C@H](COC(=O)[C@H](CC=C)CC(=O)OC(C)(C)C)Cc1c[nH]c2ccccc12
→ 0	2
#23 CCCCn1c(N)c(N(CCOC)C(=O)C2CCN(S(=O)(=O)c3ccccc3)CC2)c(=O)[nH]c1=O
→ 1	7
#24 N#Cc1ccc(NCC(=O)Nc2ccc(S(=O)(=O)N3CCCCC3)cc2)cc1
→ 4	3
#25 O=C1CCN(Cc2ccccc2)S(=O)(=O)c2c(F)cc(F)cc21
→ 3	3
#26 O=C(OCC(=O)N1CCCc2ccccc21)c1cccc(S(=O)(=O)N2CCOCC2)c1
→ -4	1
#27 Cc1ccc(-n2nnnc2SCC(=O)c2c(N)n(C3CC3)c(=O)[nH]c2=O)cc1C
→ 13	4
#28 O=C1CC/C=C\C[C@@H](CC(=O)N(CCO)Cc2ccccc2)C(=O)NCCO1
→ -2	4
#29 CC(=O)N1CC(C(=O)Nc2ccc3c(c2)OCO3)Oc2ccccc21 (stereo not given)
→ 5	7
#30 Cc1ccc2nnn(Cc3cccc(C(C)(C)C)c3O)c2c1
→ 5	1

Sorted by count of non-hydrogen atoms (highest first): three of the compounds above.
Order of results – IDE inh	IDE cell activ
#3 COc1ccc(NC(=O)COc2ccc(C)nc2[N+](=O)[O-])cc1S(N)(=O)=O
→ -1	0
#15 Cc1cccc(C(=O)OCC(=O)Nc2ccc3c(c2)OCCO3)c1O
→ 5	4
#20 CCCCCC(N)=O
→ 0	3

Of the compounds above, these contain a cyano group:
Order of results – IDE inh	IDE cell activ
#8 N#CCCN(C(=O)COC(=O)CCC(=O)c1ccc(F)cc1)c1ccccc1
→ -5	3
#24 N#Cc1ccc(NCC(=O)Nc2ccc(S(=O)(=O)N3CCCCC3)cc2)cc1
→ 4	3

Further compounds:
Order of results – IDE inh	IDE cell activ
#31 COc1cc(OC)cc(C(=O)Nc2ccc(N3CCOCC3)cc2N2CCOCC2)c1
→ 4	-2
#32 COc1ccccc1N1CCN(S(=O)(=O)CCNC(=O)C2CC2)CC1
→ 3	2
#33 Nn1c(COc2ccccc2F)nnc1SCC(=O)NC1CCCCC1
→ 3	-2
#34 CC(OC(=O)c1ccc(NC(N)=O)cc1)C(=O)Nc1ccc2c(c1)OCCO2 (stereo not given)
→ 1	2
#35 Cc1ccc(S(=O)(=O)NCCC(=O)NCC(c2ccco2)N2CCCCC2)cc1C (stereo not given)
→ -6	8
#36 CC(=O)C[C@H](O)CC(=O)[C@@H]1OC(=O)CCCCCCc2ccccc21
→ 5	-2
#37 O=C(NCc1ccccn1)C1CCN(S(=O)(=O)c2ccccc2F)CC1
→ 1	7
#38 CCC(C(=O)OCC(=O)Nc1c(C)nn(-c2ccccc2)c1C)c1ccccc1 (stereo not given)
→ 3	4
#39 COc1cc(NS(=O)(=O)c2cc(C(=O)NCCc3ccccn3)ccc2OC)cc(OC)c1
→ 5	3
#40 Cc1cc(C(=O)NN=C2CCCCCCC2)c2ccccc2n1
→ 2	3
#41 CCOc1ccc(NC(=O)CN(C)C(=O)/C=C/c2ccc(S(=O)(=O)N3CCCCCC3)cc2)cc1OCC
→ 4	7
#42 C=CC[C@@H](CC(=O)N[C@@H](CO)Cc1ccccc1)C(=O)N[C@H](COC(=O)[C@@H](CC=C)CC(=O)OC(C)(C)C)Cc1c[nH]c2ccccc12
→ 1	1
#43 Cn1cnnc1SCC(=O)NC(=O)NCc1ccccc1
→ 4	3
#44 Cc1ccccc1C(=O)N1CCC(C(=O)Nc2cccc(S(=O)(=O)N3CCCCC3)c2)CC1
→ 1	-1
#45 CCOC(=O)c1ccc(NS(=O)(=O)c2c(N)[nH]c(=O)[nH]c2=O)cc1
→ 9	0
#46 COc1ccc(N(C)S(=O)(=O)c2cccc(C(=O)Nc3ccc(N4CCOCC4)cc3)c2)cc1
→ 11	-14
#47 O=C(CSc1nc2nn(-c3ccccc3)c(=O)c-2c2n1CCCCC2)c1ccc(OC(F)F)cc1
→ 2	1
#48 O=C(c1ccco1)N1CCN(Cc2cc(=O)c(OCc3ccc(F)cc3)co2)CC1
→ 6	-1
#49 CC(C)n1nnnc1SCC(=O)N1N=C(c2cccs2)CC1c1cccs1 (stereo not given)
→ 8	2
#50 COc1ccccc1N(C)S(=O)(=O)c1ccc(C)c(C(=O)NC(C)c2ccccn2)c1 (stereo not given)
→ 1	0
#51 Cc1cc(OCC(=O)OCC(=O)N2CC(C)CC(C)C2)ccc1Cl (stereo not given)
→ -1	1
#52 Cc1c(C(=O)OCc2ccc(F)cc2)sc2nc3n(c(=O)c12)CCC3
→ -1	1
#53 COc1cc(/C=C/C(=O)OCC(=O)NC2CCS(=O)(=O)C2)ccc1OC(F)F (stereo not given)
→ 0	5
#54 Cc1ccc(NC(=O)COC(=O)c2cccnc2Cl)cc1S(=O)(=O)N1CCOCC1
→ -1	1
#55 O=C(c1cc(-c2ccccc2)nn1CC1CC(c2cccnc2)=NO1)N1CCOCC1 (stereo not given)
→ 3	0
#56 O=C(CCC(=O)N1CCN(c2ccccc2F)CC1)c1ccc(Cl)s1
→ 2	-4
#57 OC(COc1ccc(Cl)cc1)CN1CCN(c2ccccn2)CC1 (stereo not given)
→ -2	5
#58 Cc1ccnc(NC(=O)CN2C(=O)c3ccccc3S2(=O)=O)c1
→ 0	-3
#59 NCCS(=O)(=O)O
→ 1	-4
#60 C[C@H](CO)N1C[C@H](C)[C@@H](CN(C)C(=O)Nc2ccc(C(F)(F)F)cc2)Oc2ccc(NC(=O)Nc3ccc(C(F)(F)F)cc3)cc2C1=O
→ 0	-1
#61 CCOC(=O)[C@H]1[C@H]2COc3ccccc3[C@@H]2N2C(=O)CN(CC3CCCO3)C(=O)[C@@]12C (stereo not given in full)
→ 2	0
#62 COc1ccccc1NC(=O)c1cc(C(=O)Nc2ccccc2OC)n(C)n1
→ 0	3
#63 Cc1ccc(CNC(=O)CN2c3cccc4cccc(c34)S2(=O)=O)cc1
→ 2	1
#64 COC(C[C@H]1O[C@@H]1C(=O)[C@H](C)OCc1ccccc1)OC
→ 3	-1
#65 COC(=O)[C@]12C(=O)NC[C@H](CN1c1ccc(Cl)c(C)c1)N2C
→ 0	3
#66 O=C1COc2ccc(C(=O)COC(=O)c3ccccn3)cc2N1
→ 1	1
#67 OCCCn1c(C2CCCN2c2nc(-c3ccc(F)cc3)cs2)nc2cc(Cl)c(N3CCCCC3)cc21 (stereo not given)
→ -4	-3
#68 CCc1cc(C(=O)Nc2cc(Cl)ccc2N2CCN(C)CC2)sc1C
→ 6	2
#69 COc1ccccc1-n1nnnc1SCC(=O)NCC1CCCO1 (stereo not given)
→ -5	0
#70 CCCCN1C(=O)C(=O)N(CC(=O)Nc2cccc(C(C)=O)c2)C1=O
→ -6	0
#71 Nc1ncnc2c1ncn2[C@@H]1O[C@H](CNCc2cn(CC(=O)NC3CC3)c3ccccc23)[C@@H](O)[C@H]1O
→ -1	6
#72 Cc1cc(C(=O)OC(C)C(=O)N2CCc3ccccc32)ccc1[N+](=O)[O-] (stereo not given)
→ 7	1
#73 O=C(COC(=O)/C=C/c1ccccc1)NC(=O)NCc1ccccc1
→ 2	3
#74 Cc1csc(NC(=O)COc2ccc3c(c2)CCC3)n1
→ 5	1
#75 COC(C)c1oc2c(C)c3oc(=O)cc(C)c3cc2c1C (stereo not given)
→ 13	14
#76 COc1cc(/C=C/C(=O)OCC(=O)Nc2ccc3c(c2)OCO3)ccc1O
→ 1	0
#77 Cc1ccc(NC(=O)COC(=O)CCc2c(C)nc3ncnn3c2C)cc1C
→ 2	0
#78 Brc1ccc([C@H]2CN3CCSC3=N2)cc1
→ 2	3
#79 COc1ccccc1/C=C/C(=O)OCC(=O)N1CCCCC1
→ 7	-1
#80 COc1cccc(CN(C)C(=O)c2cccc(NC(=O)CC3SC(N4CCCCC4)=NC3=O)c2)c1OC (stereo not given)
→ 1	7
#81 O=C(CC1SC(N2CCOCC2)=NC1=O)Nc1ccc(Cl)c(C(F)(F)F)c1 (stereo not given)
→ 3	-3
#82 COc1ccc(OCC(=O)Nc2cc(S(=O)(=O)N3CCCCC3)ccc2OC)cc1
→ 5	-3
#83 COc1ccc(N2CCN(C(CNC(=O)COc3ccccc3)c3ccco3)CC2)cc1 (stereo not given)
→ 2	4
#84 O=C(COC(=O)CCC(=O)c1cccs1)Nc1ccccc1C(F)(F)F
→ 1	2
#85 COc1ccc(CCNC(=O)c2ccc(OCc3c(C)noc3C)c(OC)c2)cc1
→ 3	0
#86 CCOc1ccc(Oc2ccc(NS(=O)(=O)c3cc(C(=O)O)ccc3Cl)cc2)cc1
→ 6	-4
#87 CC(=O)C[C@H](O)CC(=O)[C@H]1OC(=O)[C@@H](C)CCCCc2ccccc21
→ -1	4
#88 Cc1ccc(C(CNS(=O)(=O)c2ccc(Cl)cc2)N2CCN(C)CC2)cc1 (stereo not given)
→ 4	6
#89 CC1CC(=O)Nc2ccccc2N1C(=O)COc1ccc2ccccc2c1 (stereo not given)
→ 0	5
#90 C=CCSc1nc(N)c(NC(=O)c2ccco2)c(=O)[nH]1
→ 0	2

Looked up one by one from above:
Order of results – IDE inh	IDE cell activ
#15 Cc1cccc(C(=O)OCC(=O)Nc2ccc3c(c2)OCCO3)c1O
→ 5	4
#10 CCN(C(=O)COC(=O)c1cc([N+](=O)[O-])ccc1N1CCOCC1)c1ccccc1
→ 3	1
#34 CC(OC(=O)c1ccc(NC(N)=O)cc1)C(=O)Nc1ccc2c(c1)OCCO2 (stereo not given)
→ 1	2

(next part)
Order of results – IDE inh	IDE cell activ
#91 COc1c2ccoc2c(OC[C@@H](OC(C)=O)C(C)(C)O)c2oc(=O)ccc12
→ 9	0
#92 Cc1cccc(C(=O)NCC(=O)OCCOc2ccccc2Cl)c1
→ 1	0
#93 COc1cc(/C=C/C(=O)OCC(=O)NC(C)c2ccccc2)cc(OC)c1OC (stereo not given)
→ 2	3
#94 CC(NC(=O)CN1CCN(S(=O)(=O)c2ccc(Br)cc2)CC1)c1ccccc1 (stereo not given)
→ -3	-2
#95 O=C(N/N=C/c1ccc(OC(=O)c2ccco2)cc1)c1ccc[n+]([O-])c1
→ -1	6
#96 O=C(COC(=O)Cc1ccc(Cl)c(Cl)c1)NCc1ccco1
→ 4	-1
#97 O=C(NCCS(=O)(=O)N1CCN(c2ccc(F)cc2)CC1)c1ccc2c(c1)OCO2
→ -9	3
#98 O=C(NCc1cccnc1)c1cccc(S(=O)(=O)NCc2ccccc2)c1
→ -5	9
#99 CCCn1c(N)c(C(=O)CSc2nnc(N)s2)c(=O)[nH]c1=O
→ -1	1
#100 Cc1cnc(C(=O)OC(C)C(=O)Nc2ccccc2-c2ccccc2)cn1 (stereo not given)
→ -3	2
#101 CCN(C(=O)CSc1nc2ccc(OC)cc2[nH]1)C1CCS(=O)(=O)C1 (stereo not given)
→ 1	0
#102 CCN(c1ccccc1)S(=O)(=O)c1ccc(OC)c(NC(=O)CCc2nc3ccccc3c(=O)[nH]2)c1
→ -3	-4
#103 C[C@H](CO)N1C[C@H](C)[C@@H](CN(C)S(=O)(=O)c2cccs2)Oc2ccc(NS(=O)(=O)c3ccc(F)cc3)cc2C1=O
→ 4	2
#104 CN(C)S(=O)(=O)c1ccc(N2CCCC2)c(C(=O)NNC(=O)COc2cccc(F)c2)c1
→ 3	3
#105 COc1ccc(S(=O)(=O)Nc2cc(C)on2)cc1NC(C)=O
→ -5	1
#106 CCOc1ccc(NC(=O)CN(C)C(=O)c2c(C)nn(-c3ccc(F)cc3)c2Cl)cc1OCC
→ -3	3
#107 O=C1NCCn2nc3ccccc3c21
→ -2	6
#108 N#CC1(NC(=O)COC(=O)c2nccnc2N)CCCCC1
→ 5	3
#109 COC(=O)C1CCN(C(=O)CN2C(=O)NC(CC(C)C)C2=O)CC1 (stereo not given)
→ -3	0

Source: PubChem

Not all compounds are listed. The share of hits here may be higher or lower than overall.
